# p97 inhibitor = human p97 ATPase inhibition | recombinant p97 ATPase, Kinase-Glo ATP luminescence, 3 h | inhibition, % at 8 µM | hit rate 0.42% among 220,000; in the data active = inhibition above about 15%;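 note: 0% = DMSO vehicle and 100% = wells lacking enzyme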
# Target sequence (P55072 whole entry, looked up): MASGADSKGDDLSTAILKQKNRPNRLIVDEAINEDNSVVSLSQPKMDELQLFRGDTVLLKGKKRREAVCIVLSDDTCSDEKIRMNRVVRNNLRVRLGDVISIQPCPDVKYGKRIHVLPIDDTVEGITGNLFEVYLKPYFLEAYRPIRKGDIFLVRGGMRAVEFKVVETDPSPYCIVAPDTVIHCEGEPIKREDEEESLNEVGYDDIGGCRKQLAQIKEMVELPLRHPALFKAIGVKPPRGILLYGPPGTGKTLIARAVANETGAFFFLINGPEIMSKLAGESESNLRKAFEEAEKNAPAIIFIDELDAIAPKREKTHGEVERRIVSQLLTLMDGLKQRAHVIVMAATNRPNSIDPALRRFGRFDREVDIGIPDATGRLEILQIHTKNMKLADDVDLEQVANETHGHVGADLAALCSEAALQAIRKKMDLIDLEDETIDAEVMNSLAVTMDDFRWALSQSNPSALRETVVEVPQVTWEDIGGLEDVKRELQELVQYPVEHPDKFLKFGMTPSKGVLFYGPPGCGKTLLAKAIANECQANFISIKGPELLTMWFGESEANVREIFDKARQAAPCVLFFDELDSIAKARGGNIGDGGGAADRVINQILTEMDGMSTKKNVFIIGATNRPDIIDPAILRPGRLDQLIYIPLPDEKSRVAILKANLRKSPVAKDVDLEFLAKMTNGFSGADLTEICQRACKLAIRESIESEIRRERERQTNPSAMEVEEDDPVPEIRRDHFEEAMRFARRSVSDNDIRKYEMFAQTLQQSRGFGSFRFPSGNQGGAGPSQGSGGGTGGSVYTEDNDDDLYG
# MDM2 E3 inh = Mdm2 E3 ligase (human) inhibition; signal enhancement, % at 5 µM; cell-based MDM2 ubiquitination luciferase reporter, 2 h; 0 = plate control, 100 = twice control, blank-subtracted; hit rate 0.11% among 210,000; AID 1230;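 active = signal enhancement of 30% or more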;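 note: luminescence tracks abundance of the self-degrading MDM2-luciferase fusion protein; higher signal means inhibition of MDM2 E3 ligase activity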
#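 Test system: mammalian cells stably expressing self-ubiquitinating, self-degrading MDM2 E3–luciferase fusion; Amount: 2000 cells in each well; Medium: DMEM; Schedule: 4 h settle plus 2 h compound, 37 °C; Technique: SteadyLite luciferase luminescence after 15 min room-temperature reagent incubation; Benchmarks: plate control and blank wells.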
# Runt-SMMHC FRET = blocks binding of human RUNX1 Runt domain to CBFb-SMMHC; Q01196+Q13951; Cerulean-Runt/Venus-CBFb-SMMHC FRET ratio 530/480, 1 h; inhibition, % at 20 µM; hit rate 0.74% among 220,000;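 active = mean inhibition across duplicate retests at 20 µM reaching about 50%, limit read from the data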;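 note: 0% = DMSO wells and 100% = wells with excess untagged CBFb-SMMHC; inhibitors lower the FRET ratio by blocking Runt binding to CBFb-SMMHC; some results filed as inactive read as strong as hits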
# NPY1 pot ag = potentiators or agonists of human neuropeptide Y receptor Y1; P25929; NPY-Y1 expressing cells, potentiator/agonist activation; activation, % at 3.6 µM; hit rate 0.37% among 220,000; AID 1304; in the data active = activation above about 33%, passing the limit was not always enough;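 note: cells stimulated with NPY at EC10 then isoproterenol at EC100; 0% = low agonist plus stimulus and 100% = saturating agonist plus stimulus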
# RBBP9 inh = blocks human serine hydrolase RBBP9; AID 1515; O75884; hit rate 0.2% among 220,000; inhibition, % at 7.94 µM; recombinant RBBP9, FP-Rh probe fluorescence polarization;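 active = inhibition above the campaign mean of all tested compounds plus 3 SD, cut at about 14% in these data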;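 note: plate controls were DMSO wells with RBBP9 for no effect and wells lacking RBBP9 protein for full effect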
# Target sequence (O75884 whole entry, looked up): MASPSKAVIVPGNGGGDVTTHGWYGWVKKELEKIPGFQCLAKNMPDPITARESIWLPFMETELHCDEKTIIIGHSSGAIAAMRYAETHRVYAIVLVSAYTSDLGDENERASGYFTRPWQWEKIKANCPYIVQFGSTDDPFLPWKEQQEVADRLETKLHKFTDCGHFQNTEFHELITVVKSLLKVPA
#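 Assay system: recombinant human RBBP9; Reagent: Serine-hydrolase probe FP-Rh, 375 nM pre-mixing; Doses: 7.94 µM single dose, 0.794% DMSO; Incubation: 30 min then 45 min, 25 °C; Detection: fluorescence polarization (mP), excitation 525 nm, emission 598 nm; Evaluation: percent inhibition from mP, scaled between DMSO and no-protein wells.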
# Runt-CBFb FRET = blocks binding of human RUNX1 Runt domain to CBFb; AID 1496; Q01196+Q13951; inhibition, % at 20 µM; hit rate 0.46% among 220,000; Cerulean-Runt/Venus-CBFb FRET ratio 530/480, 1 h;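 active = inhibition over about 50% at 20 µM in the single-dose screen, limit read from the data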;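 note: 0% = DMSO wells and 100% = excess unlabeled CBFb competitor control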
#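 Assay system: Cerulean-tagged RUNX1 Runt domain (FRET donor) fusion protein / Amount: 100 nM each of Venus-CBFb and Cerulean-Runt domain / Medium: Tris buffer pH 7.5 with salts and BSA / Also added: Venus-CBFb 100 nM / Schedule: 1 h complex formation plus 1 h compound treatment, room temperature / Signal: FRET fluorescence / Read-out: loss of energy transfer signal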
# Hck-Nef inh = inhibitors of human Hck kinase activated by Nef; Recombinant Hck-YEEI plus Nef, Z-Lyte FRET kinase assay; inhibition, % at 20 µM; hit rate 0.68% among 220,000;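 active = Hck-Nef kinase inhibition above about 50%, limit read from the data; inactive = inhibition below that limit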;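 note: 0% = DMSO with Hck plus Nef and 100% = Hck alone without Nef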
# NPY-Y1 antag = antagonists of human neuropeptide Y receptor Y1 | HEK293-CNG Y1 cells, membrane potential fluorescence; NPY at EC95, then isoproterenol | inhibition, % at 3.6 µM | hit rate 1% among 200,000 | AID 1040;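 active = inhibition above the campaign mean inhibition of all tested compounds plus 3 SD, cut at about 20% in these data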;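 note: 0% = DMSO wells given NPY plus isoproterenol and 100% = isoproterenol alone without NPY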
#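 Test system: HEK293 cells co-expressing NPY Y1 receptor and cyclic-nucleotide gated channel; Also added: NPY (25 nM), isoproterenol (1 µM), Ro 20-1724 (25 µM); Compound dosing: one concentration, 3.6 µM, in 0.4% DMSO; Timing: dye 3 h, compound 60 min room temperature, stimulation 45 min; Technique: Membrane-potential fluorescent dye readout.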
# NPY-Y2 PAM-ag = potentiators or agonists of human neuropeptide Y receptor Y2 | cells expressing NPY-Y2, potentiator/agonist read-out | hit rate 0.45% among 220,000 | activation, % at 3.6 µM | P49146; in the data active = activation above about 27%;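 note: cells stimulated with NPY near EC25 plus isoproterenol at EC100; 0% = vehicle plus submaximal agonist and 100% = vehicle plus saturating agonist; some results beyond the cut were filed as inactive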
# The depositor's hits bear a star; x = not tested or not shown.
nr | molecule | p97 inhibitor | MDM2 E3 inh | Runt-SMMHC FRET | NPY1 pot ag | RBBP9 inh | Runt-CBFb FRET | Hck-Nef inh | NPY-Y1 antag | NPY-Y2 PAM-ag
1 | COCCn1c(SCC(=O)c2ccccc2)nc2c(c1=O)SCC2 | 0 | -7 | -1 | 8 | 0 | 1 | 5 | -3 | 4
2 | Cn1nnnc1SCCNCc1ccc(Cl)cc1 | 2 | 2 | -3 | 2 | 0 | 2 | 2 | 2 | 0
3 | CCOc1cc2c(cc1/C=C1/NC(=O)N(CC(=O)OC)C1=O)OCO2 | 1 | -18 | -7 | 1 | 2 | 6 | 20 | 6 | 2
4 | C[N+](C)(C)CCCCCC(=O)/C=N/O | -2 | -1 | 7 | -13 | -4 | -2 | 11 | 1 | -2
5 | CC(=O)NC1C(OCc2ccccc2)OC(CO)C(OC(C)=O)C1OC(C)=O (stereo unspecified) | 4 | -11 | 4 | -20 | 3 | 2 | 2 | -4 | -2
6 | Cc1nn(Cc2ccc(F)cc2)c(C)c1NC(=O)c1cc(-c2ccco2)on1 | 1 | -13 | -3 | -6 | -6 | -4 | 8 | -3 | -13
7 | COc1cc(/C=N/NC(=O)COc2cc(C)cc(C)c2)ccc1OS(=O)(=O)c1ccc(C)cc1 | 2 | -7 | 0 | -12 | -24 | 0 | 2 | 1 | 1
8 | CC(C)Oc1cccc(C(=O)NC(=S)Nc2cccnc2)c1 | -2 | 10 | 4 | 7 | -7 | 6 | 6 | -1 | 0
9 | CCn1c(-c2sc(-c3ccccc3)nc2C)n[nH]c1=S | -6 | -9 | 6 | -39 | -8 | 2 | -12 | 0 | -8
10 | O=c1[nH]c2c(s1)C(c1ccccc1)C1C3CCC(C3)C1S2 (stereo unspecified) | 4 | -7 | 11 | 15 | -5 | 4 | 2 | -2 | 8
11 | CCN(c1ccc(NC(=O)COC(=O)c2ccc(C)s2)cc1)C(C)C | 2 | -11 | 6 | -2 | -4 | 5 | 4 | 3 | -8
12 | O=C(/C=C/c1ccccc1)C1=C(O)C(=O)N(CCO)C1c1ccccc1[N+](=O)[O-] (stereo unspecified) | 9 | 18 | -2 | 4 | 5 | 3 | 18 | -2 | 10
13 | COc1ccc(C2CC(c3ccccc3Cl)Nc3ncnn32)cc1OC (stereo unspecified) | 1 | -10 | -9 | -19 | 2 | -2 | 0 | -4 | 2
14 | COCCCNC(=O)CCC(=O)NNc1nc2ccccc2c2nc(-c3ccccc3)nn12 | 0 | -9 | 0 | -5 | -6 | -1 | 1 | -2 | -5
15 | Cc1ccc(C(c2nnnn2CS(=O)(=O)c2ccc(C)cc2)N2CCCC2)cc1 (stereo unspecified) | 0 | -14 | -6 | 21 | 9 | -2 | -1 | 3 | -4
16 | COc1ccc(C(=O)n2nc(-c3ccccc3)nc2N)cc1OC | 6 | -12 | 1 | -13 | -2 | 3 | 5 | 1 | 9
17 | CCCCC#Cc1ccc(C(=O)NNC(=O)Nc2ccccc2)o1 | 3 | 5 | -10 | 3 | -7 | -1 | 7 | x | -9
18 | Cc1ccc(SCC(=O)Nc2ncc(C)s2)cc1 | 4 | -19 | -7 | -28 | -2 | -1 | 0 | 5 | -3
19 | Cc1ccc(N/C(C(Cl)=C(Cl)Cl)=C(/Cl)[N+](=O)[O-])c(C)c1 | 19* | -18 | -4 | -29 | -3 | -1 | 3 | 5 | 6
20 | C=C1CCN([C@H](C(=O)NCc2ccccc2)C(C)C)S(=O)(=O)c2ccccc21 | x | 6 | -4 | x | x | 1 | 22 | x | x
21 | COc1ccc(OCCOC(=O)c2cccc(-n3cnnn3)c2)cc1 | 2 | 3 | 1 | -8 | -6 | -1 | -1 | 2 | 1
22 | COC(=O)c1ccc(Cl)cc1NC(=O)/C=C/c1ccc(C)o1 | 6 | -2 | 6 | 2 | -8 | 15 | 5 | -2 | -8
23 | CCN(CC)C(=O)COc1ccc2oc(C)c(C(=O)OC(C)C)c2c1 | 0 | -5 | 1 | 7 | -1 | -2 | -1 | 2 | -1
24 | NCCOc1ccccc1Cc1ccccc1 | 1 | -7 | 0 | 1 | -9 | 3 | 4 | 4 | 5
25 | COc1cc(NC(=O)CN2CCC(C)CC2)c(C)cc1[N+](=O)[O-] | -8 | -5 | -1 | -5 | -1 | -2 | 1 | 0 | 4
26 | COc1ccc(-c2nn(-c3ccccc3)cc2/C=N/NC(=S)NC(C)C)cc1OC | 7 | -9 | 3 | -40 | -13 | -4 | 3 | 0 | -22
27 | O=c1oc2cc(Cl)ccc2n1CSc1nc2ccccc2s1 | -2 | -8 | -1 | -61 | 2 | -2 | 1 | 15 | -10
28 | COc1ccc(CN(Cc2nc3ccccc3c(=O)[nH]2)C(=O)NC2CCCCC2)cc1 | -4 | -2 | -1 | -30 | -7 | 2 | -1 | -4 | -6
29 | C=CC[n+]1c(C)csc1Nc1ccc(C)cc1 | 6 | -10 | -1 | 19 | 2 | -2 | 16 | 4 | -12
30 | CCOc1ccccc1N1CCN(S(=O)(=O)c2cc(C)ccc2OC)CC1 | -1 | -7 | x | 11 | 2 | x | 21 | 2 | -7

# 5 compounds already listed, sorted by the value under MDM2 E3 inh, largest number first:
nr	structure	p97 inhibitor	MDM2 E3 inh	Runt-SMMHC FRET	NPY1 pot ag	RBBP9 inh	Runt-CBFb FRET	Hck-Nef inh	NPY-Y1 antag	NPY-Y2 PAM-ag
20	C=C1CCN([C@H](C(=O)NCc2ccccc2)C(C)C)S(=O)(=O)c2ccccc21	x	6	-4	x	x	1	22	x	x
17	CCCCC#Cc1ccc(C(=O)NNC(=O)Nc2ccccc2)o1	3	5	-10	3	-7	-1	7	x	-9
28	COc1ccc(CN(Cc2nc3ccccc3c(=O)[nH]2)C(=O)NC2CCCCC2)cc1	-4	-2	-1	-30	-7	2	-1	-4	-6
30	CCOc1ccccc1N1CCN(S(=O)(=O)c2cc(C)ccc2OC)CC1	-1	-7	x	11	2	x	21	2	-7
29	C=CC[n+]1c(C)csc1Nc1ccc(C)cc1	6	-10	-1	19	2	-2	16	4	-12

# Not a retest: an excerpt of the list.
nr | molecule | p97 inhibitor | MDM2 E3 inh | Runt-SMMHC FRET | NPY1 pot ag | RBBP9 inh | Runt-CBFb FRET | Hck-Nef inh | NPY-Y1 antag | NPY-Y2 PAM-ag
25 | COc1cc(NC(=O)CN2CCC(C)CC2)c(C)cc1[N+](=O)[O-] | -8 | -5 | -1 | -5 | -1 | -2 | 1 | 0 | 4
26 | COc1ccc(-c2nn(-c3ccccc3)cc2/C=N/NC(=S)NC(C)C)cc1OC | 7 | -9 | 3 | -40 | -13 | -4 | 3 | 0 | -22
27 | O=c1oc2cc(Cl)ccc2n1CSc1nc2ccccc2s1 | -2 | -8 | -1 | -61 | 2 | -2 | 1 | 15 | -10
28 | COc1ccc(CN(Cc2nc3ccccc3c(=O)[nH]2)C(=O)NC2CCCCC2)cc1 | -4 | -2 | -1 | -30 | -7 | 2 | -1 | -4 | -6
29 | C=CC[n+]1c(C)csc1Nc1ccc(C)cc1 | 6 | -10 | -1 | 19 | 2 | -2 | 16 | 4 | -12
30 | CCOc1ccccc1N1CCN(S(=O)(=O)c2cc(C)ccc2OC)CC1 | -1 | -7 | x | 11 | 2 | x | 21 | 2 | -7

# Other entries follow.
nr | molecule | p97 inhibitor | MDM2 E3 inh | Runt-SMMHC FRET | NPY1 pot ag | RBBP9 inh | Runt-CBFb FRET | Hck-Nef inh | NPY-Y1 antag | NPY-Y2 PAM-ag
31 | O=C(c1c(F)c(F)c(F)c(F)c1F)N1CCc2ccccc21 | -2 | x | x | -8 | -1 | x | 3 | 4 | -17
32 | Cn1nnnc1SCC(=O)NCCCc1ccccc1 | 1 | -12 | 0 | -17 | 5 | -2 | -1 | 6 | -1
33 | CS(=O)(=O)N(CC(=O)NCc1cccnc1)C1CCCCC1 | -5 | -10 | 2 | -9 | -7 | 0 | 11 | -4 | -24
34 | COc1cc(/C=N/NC(N)=O)ccc1OC(=O)c1cccs1 | 2 | -14 | 2 | 0 | -4 | 0 | -9 | -2 | -14
35 | COc1cc(-c2nc(-c3cccc(C)c3)no2)cc(OC)c1OC | -3 | 0 | -5 | -33 | -8 | -2 | -19 | 6 | -18
36 | CCOC(=O)N1CCC(NC(=O)C2CCCN(S(C)(=O)=O)C2)CC1 (stereo unspecified) | 6 | -10 | -2 | 8 | -2 | 0 | -1 | -4 | 11
37 | Cc1cc(C(=O)Nc2nc(-c3ccccn3)cs2)ccc1[N+](=O)[O-] | 2 | -8 | 2 | -2 | -7 | 2 | 6 | 10 | -10
38 | Cc1noc(C)c1COc1cccc(C(=O)NCCc2c[nH]c3ccccc23)c1 | 2 | 0 | 0 | -7 | -7 | -2 | 20 | 0 | -5
39 | O=C(NCCc1ccc(S(=O)(=O)N2CCCC2)cc1)c1cccs1 | 2 | -8 | -1 | -5 | 0 | -1 | 1 | -2 | 1
40 | CCN(c1ccc(N=Cc2c(O)n(Cc3ccc(OC)cc3)c(=O)c3ccccc23)cc1)C(C)C | 2 | -4 | -273 | 1 | -6 | -271 | -58 | 2 | 6
41 | CCCCOC(=O)Oc1ccc2c(=O)c(Oc3cccc(C)c3)coc2c1 | 5 | 10 | 7 | -15 | 4 | -5 | -3 | -3 | 6
42 | Cc1cc(C)cc(NC(=O)CN(C)S(=O)(=O)c2cccc3nsnc23)c1 | 1 | -16 | -5 | -14 | -6 | -2 | 3 | -7 | -6
43 | O=[N+]([O-])c1cc(/C=N/Nc2nc(N3CCOCC3)nc(N3CCOCC3)n2)ccc1Cl | 4 | -14 | 2 | -26 | -2 | 2 | 3 | -7 | 1
44 | Cc1cc(C)nc(NNC2=CC(=[N+]3CCCCC3)CC(C)(C)C2)n1 | -3 | -22 | 16 | -17 | -2 | 8 | 28 | 8 | -10
45 | COc1ccc(S(=O)(=O)N(C)CC(=O)NCCC2=CCCCC2)cc1C | -6 | -5 | -3 | 2 | 1 | -2 | 0 | 10 | -12
46 | COc1ccc(CCNC(=O)COC(=O)/C=C/c2cc(OC)c(OC)c(OC)c2)cc1OC | 0 | -2 | 0 | 7 | -5 | 2 | 17 | 10 | -7

# Screens as filed in PubChem.
